# Platelet DG rel: modulates dense granule release in human platelets; inhibition, %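 (compounds screened at 7.5 µM in platelet-rich plasma)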; AID 1663; human platelet-rich plasma, SFLLRN dense granule ATP release, luminescence; actives 0.22% (n = 300,000);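 active = mean replicate score, as percent of positive control, at or above 50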
# KLF5 inhibitor: inhibitors of KLF5 expression; DLD-1 KLF5 promoter-luciferase reporter, luminescence; inhibition, % at 5 µM; actives 0.23% (n = 290,000); AID 1700;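 active = inhibition above a per-plate limit of that plate's mean compound inhibition plus 3 SD, cut at about 60% in these data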;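 note: 0% = DMSO wells and 100% = LY294002 at 200 µM; higher means less KLF5 promoter-driven luciferase light; inactives centre near -14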
# GSK3B inh: inhibitors of human GSK3beta kinase | GST-GSK3beta kinase, ADP-Glo luminescence, 60 min; active compounds read low | activity score (negative = inhibition), % at 10 µM | actives 0.038% (n = 300,000);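 active = more than half of replicate wells score below -50%, meaning over 50% inhibition versus plate controls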;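 note: 0% = median DMSO wells and -100% = median GW8510 positive control wells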
# Target sequence (P49841 whole entry, looked up): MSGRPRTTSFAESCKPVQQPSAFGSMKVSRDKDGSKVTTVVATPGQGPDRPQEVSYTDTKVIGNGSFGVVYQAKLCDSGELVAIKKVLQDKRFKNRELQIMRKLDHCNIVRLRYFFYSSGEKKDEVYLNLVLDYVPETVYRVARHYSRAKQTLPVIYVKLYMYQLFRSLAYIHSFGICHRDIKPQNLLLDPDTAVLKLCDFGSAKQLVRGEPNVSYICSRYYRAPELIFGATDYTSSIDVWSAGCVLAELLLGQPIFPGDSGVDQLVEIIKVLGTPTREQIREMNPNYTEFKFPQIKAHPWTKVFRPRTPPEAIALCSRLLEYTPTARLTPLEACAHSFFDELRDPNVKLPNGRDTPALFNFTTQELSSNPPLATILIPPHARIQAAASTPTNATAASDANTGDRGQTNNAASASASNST
#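 Test system: GST-tagged human GSK3beta kinase, cell-free; evaluation: activity score scaled between in-plate DMSO and GW8510 controls; measured by: ADP-Glo luminescence; incubation: 60 min reaction, RT; benchmarks: DMSO and 20 µM GW8510; reagent: peptide substrate plus 25 µM ATP (final); medium: Tris/MgCl2 kinase buffer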
# aSyn UTR inh: MLPCN primary screen, SNCA 5' untranslated region | alpha-synuclein 5'UTR reporter, inhibitor activity | inhibition, % (tested at 7.5 µM) | actives 0.82% (n = 300,000) | AID 1813; in the data active = inhibition above about 60%;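 note: H4 neuroglioblastoma cells stably carrying SNCA 5'UTR luciferase fusion; 0% = DMSO wells and 100% = positive control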
# HSF1 inh: HSF1 inhibition. NIH3T3-HGL HSE-luciferase, MG132-induced, luminescence 8 h; active compounds read low. activity change, negative = inhibition, % at 7.5 µM (by protocol). actives 0.77% (n = 300,000). AID 2098;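 active = more than half of replicate wells show activity change below -50%, luminescence cut by over half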;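 note: luciferase reports HSF-1 transcriptional activity via heat shock element; 0% = median of DMSO wells and -100% = zero luminescence signal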
# HSP90 inh: inhibitors of HSP90 luciferase refolding in rabbit reticulocyte lysate; luciferase refolding luminescence, 3 h; inhibition, % at 5.6 µM; actives 0.91% (n = 290,000); AID 1789;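 active = inhibition above the screen-wide mean plus 3 SD, computed separately per campaign, cut at about 16% in these data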;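 note: 0% = DMSO wells and 100% = 60 µM geldanamycin wells; inhibitors lower the luminescence because luciferase stays unfolded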
# GSK3A inh: inhibitors of human GSK-3 alpha kinase; P49840; ADP-Glo luminescence, 60 min; inhibition, % at 10 µM; actives 0.1% (n = 320,000); AID 2650;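 in the data active = inhibition above about 50%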;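 note: GST-tagged GSK-3 alpha with peptide substrate and 25 µM ATP; 0% = DMSO neutral wells and 100% = GW8510 positive control wells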
# Target sequence (P49840 whole entry, looked up): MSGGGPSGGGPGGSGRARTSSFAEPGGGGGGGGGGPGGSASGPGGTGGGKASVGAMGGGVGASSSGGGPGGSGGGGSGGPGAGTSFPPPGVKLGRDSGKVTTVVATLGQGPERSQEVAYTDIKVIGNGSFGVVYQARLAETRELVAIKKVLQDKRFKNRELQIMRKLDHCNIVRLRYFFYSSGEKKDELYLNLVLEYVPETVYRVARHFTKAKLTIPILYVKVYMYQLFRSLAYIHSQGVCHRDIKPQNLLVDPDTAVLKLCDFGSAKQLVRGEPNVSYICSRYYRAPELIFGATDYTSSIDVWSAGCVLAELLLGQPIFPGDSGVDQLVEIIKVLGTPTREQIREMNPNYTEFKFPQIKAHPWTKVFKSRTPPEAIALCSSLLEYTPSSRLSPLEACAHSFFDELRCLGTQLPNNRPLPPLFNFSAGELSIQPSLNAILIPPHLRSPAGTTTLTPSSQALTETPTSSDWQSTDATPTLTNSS
# Dyrk1A ADPGlo: blocks rat Dyrk1A kinase activity | ADP-Glo luminescence, NFATc1 peptide | actives 0.43% (n = 310,000) | inhibition, % at 12.5 µM; in the data active = inhibition above about 50%;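 note: plate controls were vehicle with enzyme for no effect and no enzyme for full effect; many of its hits are not listed in these tables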
# HSF-1 act: increases HSF-1 driven luciferase reporter signal | NIH3T3-HGL HSF-1 luciferase reporter, MG132, 8 h; 100% = twice DMSO control signal | AID 504408 | activation, % at 9 µM | actives 1.7% (n = 300,000);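 active = mean replicate activation of at least 50% with a set share of replicates each reaching 50%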;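 note: 0% = median of the neutral control wells and 100% = twice that signal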
# IEC-6 tox: IEC-6 cytotoxicity, counter-screen for KLF5 inhibitors; luminescence viability; inhibition, % at 5 µM; actives 0.78% (n = 290,000); in the data active = inhibition above about 22%;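 note: 0% = plate median of test compound wells and 100% = cytotoxic reference compound wells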
# An asterisk follows results filed as active; · = not tested or not shown. Some of the compounds tested, so the mix of outcomes need not match the whole.
SMILES,Platelet DG rel,KLF5 inhibitor,GSK3B inh,aSyn UTR inh,HSF1 inh,HSP90 inh,GSK3A inh,Dyrk1A ADPGlo,HSF-1 act,IEC-6 tox
COc1ccc(CNc2ncc(-c3ccccc3)n2C)cc1,0.1,-20.9,-0.5,-19.2,-1.0,-3.9,0.8,·,11.4,2.7
O=C(NC1CCCCC1)C1CCN(c2ncccn2)CC1,3.0,-33.0,-0.5,3.9,-1.8,-2.7,0.6,0.8,-2.6,2.1
Cc1oc(-c2cccs2)nc1CN1CCN(Cc2ccc(F)c(F)c2)C(CCO)C1 (stereo not drawn),1.4,-30.6,0.7,18.1,10.2,-1.9,-0.4,·,6.0,-1.9
N#CCc1nc(CSc2nc3ccccc3s2)cs1,-2.3,-48.2,0.6,-115.7,6.8,0.5,-2.2,5.4,21.5,0.6
CC(NC(=O)CCOc1ccccc1)c1ccccc1 (stereo not drawn),6.0,-20.1,-0.6,-8.8,-9.7,-2.5,-0.4,3.9,2.7,-2.3
CSCCC(NC(=O)c1ccc(C(C)(C)C)cc1)C(=O)O (stereo not drawn),-4.0,10.7,0.0,-8.0,-4.5,-4.5,2.0,11.6,-8.0,-8.4
Cc1ccc(/C(C#N)=C\c2cn(C)c3ccccc23)cc1,·,-28.6,·,·,·,0.1,4.5,·,·,4.3
O=C(NCc1ccccn1)NC1CCCCC1,20.5,-34.1,7.1,12.4,-0.8,-1.4,-1.6,-0.1,9.4,1.9
COc1cc(C2CC(c3ccccc3)=NN2c2ccccc2)ccc1OCC(=O)O (stereo not drawn),8.6,5.5,5.8,21.6,-3.3,-9.1,-4.7,-11.4,9.4,-0.7
CCOc1ccc2nc(COC(=O)c3cccc([N+](=O)[O-])c3)c(C(C)=O)[n+]([O-])c2c1,12.5,-21.7,2.9,-8.9,27.2,2.8,-1.4,·,68.8*,2.5
c1ccc(CCN=C2CCCc3c2[nH]c2ccccc32)cc1,10.2,-16.0,1.8,28.9,4.7,-0.9,1.5,·,15.5,6.0
CC(Sc1nc2c([nH]c3ccccc32)c(=O)n1C)c1ccccc1 (stereo not drawn),-10.6,-18.6,-2.9,-23.2,-0.9,0.8,3.3,-1.0,-1.4,1.3
O=[N+]([O-])/C(=C\Nc1ccccc1)S(=O)(=O)c1ccccc1,17.1,0.2,3.4,-14.5,-3.3,18.1*,-3.2,2.8,-8.5,10.1
CCn1nnnc1SCC(=O)Nc1nc(C)c(C)s1,1.3,-20.7,-2.2,-34.6,2.1,-1.5,1.3,0.5,-9.7,-1.9
O=S(=O)(CCOc1ccccc1)N1CCOCC1,-1.0,-4.2,-3.1,-17.3,-2.6,0.1,5.4,-1.4,-5.7,-7.6
Cc1ccc(C)n1-c1ccc(N2CCOCC2)nc1,-2.8,-9.2,-2.3,-8.9,11.1,0.1,-1.6,-3.7,23.7,3.4
O=C(COC(=O)c1ccccc1Br)NCCc1ccc(F)cc1,5.9,-3.7,1.4,-29.1,12.9,3.9,-1.4,4.2,30.5,8.1
CN(C)/C(=N\S(=O)(=O)c1ccccc1)c1ccccc1,-12.3,1.9,-6.0,13.2,-5.4,2.3,-0.9,-2.9,-19.1,2.4
Cc1ccc(NC(=O)Cn2nnc(C(=O)Nc3ccc(C)c(C)c3)c2N)cc1,-3.4,-38.2,2.7,-40.5,5.9,4.4,-0.4,0.1,7.6,1.2
Oc1c(C=Nc2ccccc2Cl)[nH]c2ccccc12,-1.3,-131.1,1.8,-101.3,-32.5,3.0,-1.6,-2.4,-45.9,7.8
CCOc1ccc(NC(=S)N(CCc2c(C)[nH]c3ccccc23)Cc2ccco2)cc1,18.9,3.2,2.3,7.8,13.3,0.0,-0.9,-0.2,11.0,1.3
COc1ccc(CNC(=O)N2CCc3ccccc3C2)cc1Cl,1.1,-1.9,-0.5,9.1,6.7,16.0*,3.5,1.0,17.3,2.3
COc1ccc(-n2c(SCC(=O)Nc3ccccc3)nnc2-c2ccoc2C)cc1,2.7,-13.9,2.0,51.7,-2.6,5.3,3.0,2.3,12.1,3.3
CCOc1ccc(NC(=O)CC2C(=O)N(c3ccccc3)C(=S)N2Cc2ccccn2)cc1 (stereo not drawn),-1.0,-12.9,1.6,11.9,4.0,-0.1,·,5.4,8.8,-1.8
COc1ccccc1Cn1c(=O)oc2ccc(C)cc21,4.7,-34.8,·,21.0,-1.7,2.3,-3.0,4.9,4.4,1.2
CSc1ccccc1C(=O)C1CCCN(C(=O)c2csnn2)C1 (stereo not drawn),2.6,-6.4,3.2,-54.6,6.1,3.8,-0.3,0.8,11.7,-1.1
CCCC(=O)OCC(=O)Nc1ccc2c(c1)OCO2,1.3,-30.4,2.3,0.0,-8.7,-0.3,-2.7,0.9,3.7,-2.4
c1csc(COc2ccccc2CNC2CCCCC2)c1,3.3,-4.2,-1.7,-7.5,-0.5,-1.2,1.5,-3.1,12.9,3.0
COc1ccc(OC)c(NC(=O)CCN2CCN(c3ccccc3OC)CC2)c1,4.1,-22.2,1.9,8.0,-0.4,1.8,-2.8,0.0,10.1,-3.3
Cc1ccc2nc(C)c(C(=O)N/N=C/c3ccc(N4CCOCC4)cc3)cc2c1,3.1,-19.0,-4.5,-5.6,5.7,-1.8,-3.8,4.8,1.1,-2.3

# Limited to GSK3B inh, GSK3A inh and aSyn UTR inh, for two of the compounds above:
Structure	GSK3B inh	GSK3A inh	aSyn UTR inh
COc1ccc(-n2c(SCC(=O)Nc3ccccc3)nnc2-c2ccoc2C)cc1	2.0	3.0	51.7
CCOc1ccc(NC(=O)CC2C(=O)N(c3ccccc3)C(=S)N2Cc2ccccn2)cc1 (stereo not drawn)	1.6	·	11.9

# Continuation:
SMILES,Platelet DG rel,KLF5 inhibitor,GSK3B inh,aSyn UTR inh,HSF1 inh,HSP90 inh,GSK3A inh,Dyrk1A ADPGlo,HSF-1 act,IEC-6 tox
COc1ccc(CCNC(=O)c2ccc([N+](=O)[O-])cc2)cc1,6.7,-18.2,-5.5,5.1,-4.7,2.8,-0.6,-0.1,12.7,2.9
CCSc1nc(O)cc(=O)n1-c1ccc(OC)cc1,-3.1,-25.9,-1.9,2.1,13.7,-1.6,-3.8,6.5,30.4,-3.9
COc1ccc(C)cc1S(=O)(=O)N(CC(=O)Nc1ccc2c(c1)OCCO2)Cc1ccccc1,13.1,-36.3,-0.5,13.6,-0.2,4.8,-2.4,-2.0,11.8,4.2
CCN1CCN(/C=N/c2nc3c(s2)CCCC3)CC1,3.5,-26.4,-1.1,65.6*,-55.4*,64.7*,-1.2,·,-59.8,1.2
CC1(C)CC(NC(=O)COc2ccccc2Cl)CC(C)(C)N1,9.8,-2.8,0.6,-66.0,-65.2*,33.5*,-0.3,-1.9,-68.2,13.1
O=C(O)c1ccc(CNCc2ccccc2F)cc1,5.6,-3.7,4.6,-2.0,-5.2,1.1,-1.3,0.0,13.8,1.5
COc1ccccc1CCNC(=O)C(=O)NCC1OCCCN1S(=O)(=O)c1ccc(F)cc1C (stereo not drawn),-8.2,-18.5,-2.1,8.2,2.9,-1.3,-1.3,-2.4,2.6,-4.6
O=C(NCc1ccccc1)C1CCC(CNc2c(N3CCCCC3)c(=O)c2=O)CC1 (stereo not drawn),10.3,-8.2,-0.5,7.7,-4.9,-1.4,0.0,-0.3,2.0,-1.4
CCOC(=O)c1ccc(NC(=O)c2nc[nH]c2C(=O)N2CCC(C)CC2)cc1,4.3,·,4.7,-6.7,9.7,·,-3.5,-2.4,2.3,·
COc1ccc(C#Cc2c(-c3ccsc3)oc3ccc(-c4cc(OC)c(OC)c(OC)c4)cc23)cc1,2.2,·,2.0,26.5,0.7,·,-2.5,-1.2,4.3,·
COc1cc(C2Nc3ccccc3C(=O)N2c2ccc(Cl)cc2)c(Cl)cc1OCC(=O)O (stereo not drawn),2.1,-155.3,2.3,-137.4,5.7,10.3,-0.4,-5.7,34.1,9.4
CC(=O)NCC(=O)N1CCCC(C(=O)c2ccc(Oc3ccccc3)cc2)C1 (stereo not drawn),1.8,-25.6,-4.1,-0.6,2.0,-1.8,0.6,-2.0,-4.3,9.3
CCOc1ccc(C2NC(=O)c3ccccc3O2)cc1 (stereo not drawn),23.1,3.4,0.2,-16.2,6.5,0.1,-2.3,-1.3,12.8,-3.5
Cc1csc(NC(=O)CSc2nnc(C)c(=O)n2N)n1,3.9,2.6,1.7,-14.4,-0.2,-0.8,1.7,5.7,-1.0,0.6
Cc1ccc(N(C(=O)c2csnn2)C(C(=O)NC2CCCCC2)c2cccnc2)c(C)c1 (stereo not drawn),5.1,-12.6,-3.3,-0.4,-2.8,-5.1,-3.0,-1.9,15.1,-0.4
CCC(C)N(C(=O)c1csnn1)C(C(=O)NCc1ccc(F)cc1)c1ccccc1 (stereo not drawn),-10.9,5.5,·,3.0,-5.9,0.4,-1.2,-6.9,0.8,0.9
COCCNS(=O)(=O)c1cc(C(=O)O)ccc1OC,-2.3,16.7,0.6,6.6,-6.0,0.4,-0.3,1.0,-20.8,4.1
C=CCn1c(CCNC(=O)c2ccc(Cl)c(Cl)c2)nnc1SCCOc1ccc(OC)cc1,-4.4,-1.4,3.2,23.1,73.2,1.6,-1.3,-17.4,128.5*,4.0
CCOc1ccc(CCNC(=O)COC(=O)C2CC2)cc1OCC,-1.3,·,-0.9,10.9,-4.8,·,-0.2,-7.4,0.0,·
Cc1cccc(Nc2nc(N3CCN(C)CC3)nc(N)c2[N+](=O)[O-])c1,-0.6,2.9,-0.8,27.3,12.4,-0.9,8.8,-2.1,32.1,-4.1
CCn1c(SCC(=O)Nc2cccc(F)c2)nnc1-c1cc2cc(Br)ccc2o1,2.6,-32.9,5.3,-71.9,6.7,-1.3,-0.1,2.8,17.8,-7.0
COCCCn1c(=O)c2sccc2n2c(CCCC(=O)NCC3CCCO3)nnc12 (stereo not drawn),-44.8,-11.7,1.2,3.2,-2.1,-7.2,2.8,-5.6,8.4,-3.5
Cc1ccc(COc2ccc(/C=N/NC(=O)c3ccc(CN4CCOCC4)cc3)cc2)cc1,-4.1,-12.4,-4.2,-54.8,8.9,-1.9,-1.2,-0.9,30.2,1.7
O=C(Nn1c(C2CCC2)nc2ccccc2c1=O)C1CCC1,2.7,-24.0,2.5,-6.4,8.0,-5.1,-0.4,-7.9,24.4,1.3
CCC(C(=O)NC1CCCCC1)N(C(=O)c1snc(C(N)=O)c1N)c1ccc(OC)cc1OC (stereo not drawn),14.0,1.0,0.7,28.1,0.3,7.5,0.3,-0.3,-1.5,-2.0
CCCCN(CC)CCNC(=O)c1cc2c(-c3ccccc3F)nn(C)c2s1,-0.3,-0.3,1.7,-74.8,-1.5,1.1,10.6,2.5,-8.1,13.9
CCOC(=O)c1c(-c2ccccc2)c2cc(OC)ccc2n1CCCN(C)C,0.0,-30.7,-3.7,-14.0,-6.1,-2.0,13.9,9.7,-9.1,4.7
CC12CCC(C/C1=N\OC(=O)c1c(F)cccc1F)C2(C)C (stereo not drawn),-7.1,-7.4,-2.2,-17.1,13.9,2.1,0.3,0.6,21.3,-1.1
O=C1Nc2ccccc2C1(O)Cc1ccccn1 (stereo not drawn),-2.3,-13.8,0.3,-8.2,0.2,10.2,-5.5,4.3,-5.7,0.4
